Screening data (PubChem BioAssay)
TRPV1 ag = agonists of human vanilloid receptor 1 (TRPV1) | Q8NER1 | TRPV1-expressing cells, Fluo-8 calcium influx, agonist mode | activation, % at 8.33 µM | actives 0.19% (n = 320,000); in the data active means activation above about 80%; inconclusive means between about 30% and that limit; further: 0% is about no effect
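Fluo-8 calcium influx in TRPV1-expressing cells, kinetic read (ex 480/em 520 nm). Compound added and read 3 min for agonist activity, followed by capsaicin at EC20 final and 2 min further read for enhancement.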
MLL CXXC-DNA inh = inhibitors of human MLL CXXC domain-DNA interaction; Q03164; MLL-CXXC / FITC-HOXA9 DNA fluorescence polarization; Potency, µM (highest dose often 115 µM), for the others: top-dose activity change, negative = inhibition, actives largely listed as inhibitors; actives 0.037% (n = 290,000); active means well fitted inhibition curve with a large enough effect in the polarisation, with a control signal flat, not every such curve was filed as active; inconclusive means small, poorly fitted or top-dose-only effect, or effect the other way, or a change in a side signal; inactive means no such curve, though single readings can be large or run the other way; the % refers to the polarisation; further: potency means the concentration at half of the fitted maximal effect
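Purified MLL-CXXC (added from a 7 uM solution) was preincubated 5 min at ambient with pinned compounds in 50 mM Tris-HCl pH 7.5, 50 mM NaCl, 1 mM DTT, 0.05% BSA. Fluorescein-labeled HOX-A9 DNA (50 nM solution) followed, 30 min, then polarization read.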
a7 integrin act = activators of alpha7 integrin expression for muscular dystrophy | alpha7betagal myoblasts, beta-gal FDG fluorescence, 48 h | Potency, µM (titrated, usually from 38.3 µM), without a hit: top-dose activation, hits mostly activators | actives 0.064% (n = 350,000) | AID 624291;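 further: potency means the concentration at half of the fitted maximal effect; 100% = response of the positive control SU9516; nearly all actives have a fitted effect of over 60% in size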
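Alpha7betagal+/- myoblasts (passage 13) were plated 16-24 hr, then exposed to compounds (1:260 dilution of DMSO stock) for 48 hours at 37C. After MPER lysis, β-galactosidase reporter activity was read as FDG fluorescence (ex 480/em 540) after 30 minutes.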
BRCA1 expr up = BRCA1 expression activation. MCF7-BRCA1-FFLuc reporter, luminescence, 48 h; response scale: scaled: vehicle 0%, 10 µM genistein 100%. Potency, µM (titrated, usually from 46.1 µM), without a hit: at the top dose activation, hits mostly activators. actives 1.1% (n = 380,000). AID 624202; further: potency means the concentration at half of the fitted maximal effect; nearly all actives have a fitted effect of over 80% in size; some results filed as inactive show a strong effect at the top dose
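Luminescence from a BRCA1-driven firefly luciferase in MCF7 cells was read after 48 h compound exposure at 37 C. Data normalized against DMSO and a 10microM genistein activation control, then curve-fitted across the titration.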
B2AR arrestin = beta2AR (human) beta-arrestin recruitment activity; P07550; beta-arrestin recruitment to beta2AR, cell-based reporter; Potency, µM (titrated, usually from 46.1 µM), for the others: at the top dose activation, actives largely listed as activators; actives 0.02% (n = 330,000); AID 492947;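 further: potency means the concentration at half of the fitted maximal effect; 0% = DMSO controls and full agonism = EC100 isoproterenol or metaproterenol; nearly all actives have a fitted effect of over 65% in size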
Target sequence (P07550 whole entry, looked up): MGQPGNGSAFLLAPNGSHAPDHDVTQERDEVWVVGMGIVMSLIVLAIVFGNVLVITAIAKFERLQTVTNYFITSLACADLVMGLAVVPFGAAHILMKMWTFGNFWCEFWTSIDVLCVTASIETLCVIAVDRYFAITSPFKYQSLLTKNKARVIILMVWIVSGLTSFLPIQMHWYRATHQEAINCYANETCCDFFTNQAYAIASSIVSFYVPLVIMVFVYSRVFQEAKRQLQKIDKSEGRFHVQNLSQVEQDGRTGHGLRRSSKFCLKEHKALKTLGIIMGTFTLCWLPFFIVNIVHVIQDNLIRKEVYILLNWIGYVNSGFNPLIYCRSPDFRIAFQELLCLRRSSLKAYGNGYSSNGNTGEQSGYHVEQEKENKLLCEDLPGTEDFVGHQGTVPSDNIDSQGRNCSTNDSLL
TCR activator = activators of T cell receptors; primary human leukocytes, anti-CD3, IL-2 HTRF, 48 h; Potency, µM (series often up to 9.22 µM), inactives show at the top dose activation of IL-2 secretion, hits mostly activators; 330,000 tested, under 10 active; AID 504894; further: % of control where 0% means no effect
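Activity was scored as IL-2 release from primary human leukocytes given only a TCR signal (a-CD3 beads) plus compound for 48 hr. Detection used a two-antibody HTRF format read at 665nm.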
TSG101-PTAP inh = blocks PTAP/TSG101 interaction to inhibit HIV-1 budding; Fluorescence polarization, FITC-PTAP peptide / Tsg101 binding; Potency, µM (series often up to 115 µM), without a hit: at the top dose activity change, negative = inhibition, most hits filed as inhibitors; 340,000 tested, under 10 active; AID 493005; active means well fitted inhibition curve with a large enough effect in the main read-out, with a control signal flat, not every such curve was filed as active; inconclusive means small, poorly fitted or top-dose-only effect, or effect the other way, or a change in a side signal; inactive means no such curve, though single readings can be large or run the other way; further: potency means the concentration at half of the fitted maximal effect; % of control where 0% means no effect
Target sequence (Q99816 whole entry, looked up): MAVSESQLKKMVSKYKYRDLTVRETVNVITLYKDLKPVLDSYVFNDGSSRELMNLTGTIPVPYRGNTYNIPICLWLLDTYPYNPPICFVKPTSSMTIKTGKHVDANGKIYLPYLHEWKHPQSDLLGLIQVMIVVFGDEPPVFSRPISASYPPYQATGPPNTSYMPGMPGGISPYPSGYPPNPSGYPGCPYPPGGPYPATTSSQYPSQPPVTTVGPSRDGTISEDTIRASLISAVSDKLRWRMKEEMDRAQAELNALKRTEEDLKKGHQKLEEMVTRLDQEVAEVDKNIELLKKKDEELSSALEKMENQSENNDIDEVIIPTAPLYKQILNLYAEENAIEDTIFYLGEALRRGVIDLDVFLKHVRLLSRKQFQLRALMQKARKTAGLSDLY
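FP read-out: FITC-PTAP peptide, 50 nM final, binding Tsg101 binding domain, 10 uM final; 20 min, r.t.; 10 mM HEPES pH 7.5, 0.15 M NaCl, 0.01% Tween 20, 3 mM EDTA, 0.1 mM TCEP.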
p53 reactivator = mutant p53 re-activation in reporter cells; H1299 p53-A138V BP100-luciferase reporter, luminescence, 24 h; Potency, µM (top dose mostly 92.2 µM), for the others: top-dose activity change, positive = activation, usual class: activators; actives 0.063% (n = 320,000); AID 504706; further: potency means the concentration at half of the fitted maximal effect; % of control where 0% means no effect; nearly all actives have a fitted effect of over 45% in size
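p53-null H1299 cells stably carrying temperature-sensitive p53-A138V and a BP100-luciferase reporter were pinned with compounds (4-point, 1:5 series) and held 24 hrs at 37 deg C. Luminescence was read 10 min after detection reagent.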
ELG1 repair inh = ELG1-dependent DNA repair inhibition; HEK293T ELG1-luciferase reporter, luminescence, 16 h; DNA damage induced by 5-fluorouridine; Potency, µM (series often up to 46.1 µM), inactives show top-dose activity change, negative = inhibition, most hits filed as inhibitors; actives 2.3% (n = 330,000); AID 504467; further: potency means the concentration at half of the fitted maximal effect; on the % scale 0 is the no-effect control and ±100 the full control effect; nearly all actives have a fitted effect of over 55% in size
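5-Fluorouridine DNA damage + compound/DMSO, 2,000 cells/well, 16 h, 37 °C/5% CO2. ONE-Glo, 30 min RT, luminescence. Readout = decrease in reporter signal.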
A-T KAP1 phos = candidate therapy for ataxia-telangiectasia; […] A-T fibroblasts, KAP-1 phosphorylation AlphaLISA; neocarzinostatin DNA damage 30 min before lysis; actives 0.19% (n = 320,000); Potency, µM (doses to about 57.5 µM), for the others: at the highest dose activation, hits mostly activators; further: potency means the concentration at half of the fitted maximal effect; % of control where 0% means no effect; nearly all actives have a fitted effect of over 45% in size
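ATM-like activity read as KAP-1 phosphorylation via AlphaLISA donor/acceptor antibody pairs after lysis and 6 hr at 25C. Cells were ATM-null patient fibroblasts ([…], hTERT), dosed 60 min, then exposed to the DSB inducer NCS for 30 min.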
Active calls of the source: *; ? = inconclusive; . = no result given; [ ] = remark or other dose. Unless noted, the call rests on the fitted dose curve; in most records, active means well fitted curve in the direction sought with a large enough effect; inconclusive means small, poorly fitted or top-dose-only effect, or another doubt; inactive means no such curve, though single readings can be large; an effect the other way counts as inactive or inconclusive.

SMILES | TRPV1 ag | MLL CXXC-DNA inh | a7 integrin act | BRCA1 expr up | B2AR arrestin | TCR activator | TSG101-PTAP inh | p53 reactivator | ELG1 repair inh | A-T KAP1 phos
Cc1cc(OCC#N)nc(N)n1 | -1 | 0% | 0% | -38% | 0.2% | 1% | 1% | 6% | 8% | 0%
CC(C)Cc1nnc(NC(=O)C2CCCC2)s1 | -1 | 18% | 22% | 35% | -0.3% | -5% | -4% | 23% | ? | -1%
CC[C@@]1(C(=O)OC)N[C@H](CN(C)C(=O)Nc2ccc(OC)cc2)[C@@H]2C(=O)N(C)C(=O)[C@@H]21 | . | . | 6% | 10% | -1.3% | -6% | -2% | -1% | 18% | 10%
CCOc1ccc(CNS(=O)(=O)c2c(C(=O)N3CCCC3)c(C)n(C)c2C)cc1OC | -3 | 12% | 33% | 5% | -0.2% | -4% | -3% | 1% | ? | 1%
CN(C)CCCN(C(=O)c1ccc(S(=O)(=O)N2CCc3ccccc3C2)cc1)c1nc2c(F)cccc2s1 | 2 | 4% | 1% | 2% | 0.0% | 9% | 1% | -12% | -4% | -2%
Cc1ccc(C(=O)CSc2ncnc3sc4c(c23)CCC(C)C4)cc1 (configuration not stated) | 3 | 6% | 25% | 0% | 1.4% | -2%[46.1 µM] | 0% | -2% | 14% | 0%
Cc1ccc(NC(=O)CCC(=O)N/N=C/c2ccccc2O)cc1 | 2 | 53%[activator] | -51%[inhibitor] | -63% | 0.6% | 12% | 0% | 8% | ? | -8%
O=c1c(/C=N\NS(=O)(=O)c2ccccc2)coc2ccc(Cl)cc12 | 16 | -3% | 2% | 21% | 0.2% | -4% | 1% | . | 15µM* | 1%
COc1ccc(/C=N/N=C2/SCC(=O)N2Cc2ccccc2)cc1 | 3 | -7% | -18% | 5.6µM* | 4.3% | -51% | 0% | 18% | ? | -5%
O=C(CCCCC(=O)NCc1cccs1)NCc1cccs1 | -2 | 15% | -4% | 9% | -0.2% | 1% | -7% | 8% | 12% | 1%
Brc1cccc(-c2n[nH]c(-c3ccccc3)n2)c1 | 23 | 13% | -8% | 20% | -0.7% | -2% | 0% | ? | ? | .
CCOC(=O)c1ccc(NC(=O)c2nc[nH]c2C(=O)N2CCN(c3ccccc3)CC2)cc1 | 1 | 5% | -13% | 0% | 0.2% | -4% | -1% | 0% | 19% | 45%
CC(=O)Cn1c(C(F)(F)F)nc2ccccc21 | -1 | -5% | 18% | -6% | 0.6% | 4% | -2% | 5% | 2% | -2%
COc1ccc(Oc2ccc(/C=N/NC(=O)c3cccnc3)cc2[N+](=O)[O-])cc1 | 3 | -6% | -1% | -22% | 0.2% | -10% | 1% | -3% | -10% | 0%
CCN1CCN(c2nc3c(c(=O)[nH]c(=O)n3C)n2Cc2ccccc2F)CC1 | -3 | -1% | 44% | -15% | 0.0% | 8% | -4% | . | -2% | -6%
CCN1C(=O)C(c2ccc(O)cc2)(c2ccc(O)cc2)c2ccccc21 | 1 | -3% | 1% | -29% | 0.2% | 17% | -2% | -5% | -3% | 2%
CC(OC(=O)c1cccc(-n2cnnn2)c1)C(=O)NC1(C#N)CCCCC1 (configuration not stated) | 0 | . | 27% | -7% | -0.2% | 4% | -3% | -1% | 8% | 9%
CCNC(=O)NC(=O)C(C)OC(=O)C1CCN(S(=O)(=O)c2ccccc2F)CC1 (configuration not stated) | -2 | -6% | 7% | -6% | -0.7% | 6%[46.1 µM] | -2% | 0% | 16% | 9%
O=C(O)CC(SCC(=O)NC1CCCc2ccccc21)C(=O)O (configuration not stated) | 1 | -3% | ? | 0% | 0.5% | -3% | 0% | 0% | -2% | -27%
O=C(CNC(=O)c1ccc(Br)o1)NNC(=O)c1cccc(Cl)c1 | 6 | . | 46% | 0% | -0.2% | 0% | -4% | 2% | 3% | 1%
Cc1ccc(-n2nnnc2CN2CCCCC2)cc1 | 3 | 1% | 18% | 0% | -0.1% | -2% | -3% | -2% | -5% | 3%
Cc1ccc(S(=O)(=O)N2CN(CC3CCCO3)c3nc4ccccc4nc32)cc1 (configuration not stated) | 25 | 8% | -3% | -3% | -0.3% | -4% | -4% | -2% | 12% | 0%
O=C(NCCCO)/C(=C\c1ccco1)NC(=O)c1ccco1 | 0 | -7% | -8% | 2% | 0.1% | 2% | -4% | -2% | ? | 9%
O=C(NCc1ccccn1)Nc1cccc([N+](=O)[O-])c1 | 4 | 8% | -30% | 7% | -0.1% | 3% | -2% | ? | 4% | 1%
COC(=O)c1ccccc1NC(=O)C1CCCN(S(=O)(=O)c2ccc(F)cc2)C1 (configuration not stated) | 3 | 0% | 10% | 1% | 0.2% | -3% | 1% | -6% | ? | 2%
S=C(NCc1ccco1)Nc1ccccc1Cl | 19 | 23% | 17% | 24% | -0.4% | 3% | -1% | 2% | 17% | -3%
O=C1CC(SCCc2nc3ccccc3[nH]2)C(=O)N1c1ccc(Cl)cc1 (configuration not stated) | 20 | -3% | -15% | 1% | 0.2% | 2% | 0% | ? | -1% | 14%
Cc1nn2c(NCCN(C)C)c3c(nc2c1-c1ccccc1)CCCC3 | 5 | 9% | -48%[inhibitor] | -18% | -0.8% | 1% | -1% | -6% | ? | -1%
CCNC(=S)N/N=C/c1sc(N2CCCCC2)nc1-c1cccs1 | 2 | -22% | 10% | 51% | -0.3% | 0%[46.1 µM] | ? | 26% | ? | .
CC1=C(C(N)=O)C(c2ccc(Br)cc2)n2nc(CCCO)nc2N1 (configuration not stated) | 2 | 13% | 4% | -19% | 0.2% | -1% | -1% | 5% | 12% | 1%
CCc1nc2nc(C)c(NS(=O)(=O)c3ccc(F)cc3)c(=O)n2[nH]1 | -3 | 0% | 2% | -1% | 0.4% | 8% | -8% | 0% | 4% | -9%
Cc1ccccc1Nc1nc(N)nc(CN2C(=O)NC3(CCCCC3C)C2=O)n1 (configuration not stated) | -3 | 2% | -26% | -3% | -0.2% | -5% | -4% | -3% | ? | 12%
COC(=O)CN(c1ccc(C)cc1)S(=O)(=O)c1ccc(F)cc1 | 2 | 0% | 1% | 0% | -0.8% | . | -1% | -5% | 0% | -1%
O=C(CNc1ccc(C(F)(F)F)cc1[N+](=O)[O-])OCC(=O)c1ccccc1 | 4 | 5% | -3% | -37% | 0.2% | -7% | -3% | -6% | 2% | -4%
O=C(CN1CCC(c2nc3ccccc3[nH]2)CC1)Nc1ccc2c(c1)OCO2 | 3 | -2% | -18% | 0% | -0.8% | -6% | -4% | 0% | -17% | 1%
Cc1ccc(S(=O)(=O)N(C)C)cc1NC(=O)Cn1c(CN2CCOCC2)nc2ccccc2c1=O | 6 | -3% | -18% | -8% | 0.1% | 6% | 1% | 11% | -8% | 6%
CCNC(=O)C1CN(S(=O)(=O)c2ccccc2)CCN1S(=O)(=O)c1ccccc1 (configuration not stated) | -2 | 12% | 39% | 9% | 0.2% | -1% | -3% | 0% | -3% | 7%
COc1ccccc1NS(=O)(=O)c1cccc(NS(=O)(=O)c2ccc(Cl)c(C(=O)O)c2)c1 | . | . | 6% | -15% | -0.6% | 2%[46.1 µM] | -1% | -2% | ? | 4%
COCCNC(=S)N=Nc1c(O)[nH]c2ccc([N+](=O)[O-])cc12 | -9 | -13% | 2% | 0% | -1.0% | 4% | -6% | 0% | 10% | -1%
Cc1c(C(=O)Nc2cccc(C(F)(F)F)c2)oc2ccc(S(=O)(=O)N3CCOCC3)cc12 | 3 | -25% | 4% | -32% | -0.4% | -8% | -6% | 2% | ? | 1%
CC1CC(N(C(=O)c2ccc(Cl)cc2)c2ccccc2)c2ccccc2N1C(=O)c1ccco1 (configuration not stated) | 2 | 13% | -22% | -75% | 3.5% | 3% | 2% | -5% | ? | .
COc1ccc(-n2c(=S)[nH]c3cc(C(=O)N(C)Cc4ccccc4)ccc3c2=O)cc1 | 0 | 14% | -21% | -9% | 3.3% | -2% | -3% | -3% | ? | 4%
O=C(O)c1ccc(COc2c(F)c(F)cc(F)c2F)cc1 | 7 | -10% | 11% | 0% | -0.1% | -5% | -11% | 0% | 1% | -9%
O=C(C[n+]1ccccc1)N/N=C/c1ccc(Cl)cc1 | 3 | . | 0% | -10% | 0.8% | 8% | -9% | -2% | -10% | -3%
CCNC(=O)NC(=O)COC(=O)CCc1nc(=O)c2ccccc2n1C | 3 | -1% | 12% | -6% | 0.0% | 4% | 0% | 3% | 8% | -2%

Retrieved by compound from the list above:
SMILES | TRPV1 ag | MLL CXXC-DNA inh | a7 integrin act | BRCA1 expr up | B2AR arrestin | TCR activator | TSG101-PTAP inh | p53 reactivator | ELG1 repair inh | A-T KAP1 phos
O=C(C[n+]1ccccc1)N/N=C/c1ccc(Cl)cc1 | 3 | . | 0% | -10% | 0.8% | 8% | -9% | -2% | -10% | -3%
CCNC(=O)NC(=O)COC(=O)CCc1nc(=O)c2ccccc2n1C | 3 | -1% | 12% | -6% | 0.0% | 4% | 0% | 3% | 8% | -2%
COc1ccc(-n2c(=S)[nH]c3cc(C(=O)N(C)Cc4ccccc4)ccc3c2=O)cc1 | 0 | 14% | -21% | -9% | 3.3% | -2% | -3% | -3% | ? | 4%
